Screens (PubChem BioAssay)
HSF1 inh – HSF1 inhibition; 300,000 tested, 0.77% active; NIH3T3-HGL HSE-luciferase, MG132-induced, luminescence 8 h; active compounds read low; AID 2098; activity change, negative = inhibition, % at 7.5 µM (by protocol);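 active = more than half of replicate wells show activity change below -50%, luminescence cut by over half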;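 note: luciferase reports HSF-1 transcriptional activity via heat shock element; 0% = median of DMSO wells and -100% = zero luminescence signal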
HSP90 refold inh – inhibitors of HSP90 luciferase refolding in rabbit reticulocyte lysate | luciferase refolding luminescence, 3 h | inhibition, % at 5.6 µM | 290,000 tested, 0.91% active | AID 1789;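 active = inhibition above the screen-wide mean plus 3 SD, computed separately per campaign, cut at about 16% in these data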;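 note: 0% = DMSO wells and 100% = 60 µM geldanamycin wells; inhibitors lower the luminescence because luciferase stays unfolded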
HIF act – HIF pathway transcriptional activation; U2OS HRE-luciferase reporter, luminescence; normalized: DMSO 0%, desferrioxamine 100%; 300,000 tested, 0.32% active; activation, % at 7.5 µM (by protocol);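 active = mean activation of at least 10% of the iron chelator positive control signal, with at least half of replicates also reaching 10%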
aSyn 5UTR inh – MLPCN primary screen, SNCA 5' untranslated region; alpha-synuclein 5'UTR reporter, inhibitor activity; inhibition, % (tested at 7.5 µM); 300,000 tested, 0.82% active; AID 1813; in the data active = inhibition above about 60%;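 note: H4 neuroglioblastoma cells stably carrying SNCA 5'UTR luciferase fusion; 0% = DMSO wells and 100% = positive control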
GSK3B inh – human GSK3beta kinase inhibition; P49841; GST-GSK3beta kinase, ADP-Glo luminescence, 60 min; active compounds read low; activity score (negative = inhibition), % at 10 µM; 300,000 tested, 0.038% active;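 active = more than half of replicate wells score below -50%, meaning over 50% inhibition versus plate controls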;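 note: 0% = median DMSO wells and -100% = median GW8510 positive control wells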
Target sequence (P49841 whole entry, looked up): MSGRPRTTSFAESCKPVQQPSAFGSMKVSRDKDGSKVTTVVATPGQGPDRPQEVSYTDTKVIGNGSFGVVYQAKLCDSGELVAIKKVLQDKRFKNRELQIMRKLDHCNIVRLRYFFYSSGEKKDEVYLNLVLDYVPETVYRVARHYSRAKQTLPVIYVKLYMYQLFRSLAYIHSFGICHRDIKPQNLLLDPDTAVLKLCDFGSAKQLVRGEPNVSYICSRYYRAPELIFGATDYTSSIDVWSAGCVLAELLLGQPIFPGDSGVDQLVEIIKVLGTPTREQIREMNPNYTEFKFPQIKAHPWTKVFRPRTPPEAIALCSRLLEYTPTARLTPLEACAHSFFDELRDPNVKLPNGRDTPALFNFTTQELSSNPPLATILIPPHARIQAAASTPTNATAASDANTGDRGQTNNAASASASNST
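test system = GST-tagged human GSK3beta kinase, cell-free | reagent = 25 µM ATP with peptide substrate | dosing = one dose of 10 µM per compound | schedule = 60 min reaction, RT | detection = luminescent ADP-Glo measurement of ADP formed | control set = DMSO neutral wells and GW8510 at 20 µM as positive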
HSF-1 act – increases HSF-1 driven luciferase reporter signal. NIH3T3-HGL HSF-1 luciferase reporter, MG132, 8 h; 100% = twice DMSO control signal. activation, % at 9 µM. 300,000 tested, 1.7% active. AID 504408;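 active = mean replicate activation of at least 50% with a set share of replicates each reaching 50%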;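 note: 0% = median of the neutral control wells and 100% = twice that signal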
GSK3A inh – blocks human GSK-3 alpha kinase; inhibition, % at 10 µM; 320,000 tested, 0.1% active; ADP-Glo luminescence, 60 min; P49840;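 in the data active = inhibition above about 50%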;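 note: GST-tagged GSK-3 alpha with peptide substrate and 25 µM ATP; 0% = DMSO neutral wells and 100% = GW8510 positive control wells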
Target sequence (P49840 whole entry, looked up): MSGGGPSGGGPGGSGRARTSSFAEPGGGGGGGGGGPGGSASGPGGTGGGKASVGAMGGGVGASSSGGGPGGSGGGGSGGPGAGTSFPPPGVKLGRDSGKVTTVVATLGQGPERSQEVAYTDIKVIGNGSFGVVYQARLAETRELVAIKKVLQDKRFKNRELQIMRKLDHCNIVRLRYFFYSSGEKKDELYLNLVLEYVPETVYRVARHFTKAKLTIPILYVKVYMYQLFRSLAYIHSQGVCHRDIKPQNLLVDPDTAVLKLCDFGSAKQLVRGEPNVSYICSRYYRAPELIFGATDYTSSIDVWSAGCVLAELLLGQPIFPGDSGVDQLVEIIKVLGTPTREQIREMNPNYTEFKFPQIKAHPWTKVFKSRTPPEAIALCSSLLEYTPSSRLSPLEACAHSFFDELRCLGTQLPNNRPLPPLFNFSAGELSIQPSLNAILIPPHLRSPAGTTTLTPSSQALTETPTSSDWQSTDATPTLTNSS
KLF5 inh – kruppel-like factor 5 inhibition; 290,000 tested, 0.23% active; inhibition, % at 5 µM; DLD-1 KLF5 promoter-luciferase reporter, luminescence; AID 1700;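 active = inhibition above a per-plate limit of that plate's mean compound inhibition plus 3 SD, cut at about 60% in these data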;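 note: 0% = DMSO wells and 100% = LY294002 at 200 µM; higher means less KLF5 promoter-driven luciferase light; inactives centre near -14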
IEC-6 tox – kills IEC-6 intestinal cells in KLF5 counter-screen; IEC-6 cytotoxicity, luminescence viability; inhibition, % at 5 µM; 290,000 tested, 0.78% active; in the data active = inhibition above about 22%;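 note: 0% = plate median of test compound wells and 100% = cytotoxic reference compound wells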
AI-2 QS mod – modulates the Vibrio harveyi AI-2 quorum sensing system. Vibrio harveyi JMH597 AI-2 luminescence/OD600 ratio, 9 h; active compounds read low; strain lacks LuxN and CqsS sensors; 0 = neutral-control median. activity change, % at 7.5 µM. 300,000 tested, 0.4% active; in the data active = activity change below about -75%, passing the limit was not always enough;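 note: luminescence divided by OD600 gain over 9 h not by final OD600 alone; inactives centre near 13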
* hit, by the source's call; · = not tested or not shown.

The line under a structure holds: HSF1 inh, HSP90 refold inh, HIF act, aSyn 5UTR inh, GSK3B inh, HSF-1 act, GSK3A inh, KLF5 inh, IEC-6 tox, AI-2 QS mod
- Cc1c(Br)c([N+](=O)[O-])nn1CC(=O)NCc1ccccn1
 : -7.0, -1.3, -0.2, -12.9, 0.9, -0.8, -0.9, -3.7, 1.4, -12.6
- CC(Sc1nnc(-c2ccco2)n1C)C(=O)N1C(C)CCCC1C (centres undefined)
 : -1.2, -0.8, -0.2, -9.1, -2.7, -4.5, 0.4, -11.1, 4.0, 18.2
- Cn1c(=O)c2cc(S(=O)(=O)N3CCN(c4cccc(C(F)(F)F)c4)CC3)ccc2n(C)c1=O
 : -1.3, -0.2, -37.2, 0.8, 1.6, 8.3, -1.0, -34.5, -6.3, 40.3
- COc1cccc(OC)c1C(=O)Nc1nc(COc2ccccc2)cs1
 : -7.1, 3.4, 0.1, -21.6, 1.2, -6.1, -2.3, -6.8, 4.4, -2.8
- O=C(O)Cn1c2c(c3ccccc31)CSc1ccc(Cl)cc1-2
 : 192.2, 9.0, -7.9, 4.2, -1.7, 269.1*, -4.1, -23.5, 5.3, 10.1
- O=C(c1cc(-c2ccc(O)cc2)on1)N1CCCc2ccccc21
 : 10.0, 4.3, 2.7, -95.6, -5.0, -3.2, 2.3, -55.2, 3.5, 16.0
- COc1cccc(Nc2nc(N)nc(-c3oc4ccccc4c3C)n2)c1
 : 17.0, -1.7, 1.7, -24.6, -1.5, 26.3, -1.4, -41.8, 24.7*, 15.3
- O=C(CSc1nnc(-c2ccccc2)n1-c1ccccc1)N1c2ccccc2Sc2ccccc21
 : -16.9, -2.1, -0.4, 13.6, -0.1, -1.8, ·, 8.2, -3.9, 1.5
- Cc1ccc(Sc2c([N+](=O)[O-])c(=O)n(C)c3ccccc23)cc1
 : -2.4, 4.3, 0.1, 4.0, -4.9, 7.2, 0.4, 9.8, 8.4, -0.9
- Cc1ccc(S(=O)(=O)NNC(=O)c2cccs2)c(C)c1
 : 1.1, 0.1, -0.3, 8.4, 2.2, -0.6, -1.3, -2.0, 3.4, 27.9
- CN(/N=C/c1cc(Cl)cc(Cl)c1O)C(=S)NC(C)(C)C
 : -2.1, 0.3, 0.2, -4.4, 6.1, -9.1, -0.4, -21.4, -4.4, 22.2
- Cc1cc(C)n2nc(C(=O)OCCOc3cccc(Br)c3)nc2n1
 : 8.4, -4.3, -0.1, -12.0, -0.5, 5.9, -0.8, -23.8, -2.1, 14.2
- CCOC(=O)c1cccc(NC(=O)C2CCN(c3ncnc4c3nc3n4CCCCC3)CC2)c1
 : -72.4*, -2.1, 0.1, 24.7, 0.1, -78.4, -2.9, -16.7, -1.0, ·
- COc1ccc(C(=O)CSc2nnc(CN3CCCCC3)n2-c2ccc(F)cc2)cc1OC
 : 6.2, 6.7, -1.2, 6.1, -2.1, -0.4, 2.8, -2.5, 9.3, 4.5
- O=[N+]([O-])c1cccc2ccc(/C=C/c3ccc(C(F)(F)F)cc3)nc12
 : -0.3, -3.6, 0.4, -94.0, 2.8, 26.2, -1.3, 13.4, 1.5, 1.8
- CCn1c(O)c(N=NC(=O)CNC(=O)c2ccccc2F)c2ccccc21
 : -5.6, -1.1, 0.4, -12.1, 0.6, -22.7, 3.2, 8.3, -1.9, 30.5
- Cc1cccc(C(=O)N[C@H](C(=O)OCC(=O)NC2CCS(=O)(=O)C2)C(C)C)c1 (some centres undefined)
 : -6.8, -2.7, 0.0, -1.9, -4.0, -11.3, -3.3, 7.6, -0.5, 27.4
- O=C(Nc1ccc(-c2ccc3nncn3n2)cc1)c1ccc(Br)o1
 : -10.6, -3.0, -0.5, 8.3, 2.1, -9.4, -0.8, -27.3, -6.1, 12.2
- CSCC[C@H](NC(=O)c1cccs1)C(=O)N1CCC2(CC1)NCCc1[nH]cnc12
 : 2.8, -0.1, -0.1, -0.7, 0.8, 0.2, 0.1, -21.3, -1.9, 34.2
- O=S(=O)(Nc1ccc(N2CCOCC2)cc1)c1ccc2ccccc2c1
 : 4.1, -2.0, -0.5, 11.2, -20.1, -16.8, ·, -20.2, -5.2, 10.4
- COc1cc(SC#N)ccc1N=Cc1c(C)[nH]n(-c2ccc(Cl)cc2)c1=O
 : 0.9, 8.7, 0.5, -20.0, -0.7, 5.1, -3.5, -21.4, 0.4, -4.3
- CC[N+]1(C)CCC(=C2c3ccccc3CC(=O)c3sccc32)CC1 (centres undefined)
 : -3.6, -1.0, -0.5, 16.5, 1.3, 8.6, -0.3, -6.9, -2.5, 3.7
- COc1c(OC(C)=O)ccc(/C=C/c2ccc3cccc(OC)c3n2)c1[N+](=O)[O-]
 : 0.3, -0.6, 2.5, -146.3, 2.6, 20.4, -1.1, -0.8, 1.1, 3.5
- COc1ccc(/C=N/NC(=O)NC23CC4CC(CC(C4)C2)C3)c(OC)c1
 : -10.5, -2.8, -6.4, 11.3, 1.7, 10.5, -3.2, -8.4, -4.3, 14.6
- Cc1cc(C)c(OCC(=O)Nc2nnc(-c3ccco3)o2)c(C)c1
 : -9.6, 1.2, -0.7, 20.7, 0.3, -3.8, -1.4, 2.2, -0.1, 25.7
- Cc1ccc2c(c1)N(CC(=O)N1CCCc3ccccc31)C(=O)CO2
 : 0.0, 3.3, -0.2, 11.4, -0.1, 0.7, 3.2, 1.7, 6.2, 10.2
- O=C(NCCO[N+](=O)[O-])c1cccnc1
 : 0.4, 4.6, 0.0, -16.0, 5.9, -12.1, -4.7, -10.4, 2.1, 26.0
- Cn1c(=O)c2[nH]c(NCC3CCCO3)nc2n(-c2ccccc2)c1=O (centres undefined)
 : -13.2, -1.1, -0.2, 15.8, 0.2, 2.8, 53.4*, -17.4, -2.3, 11.3
- COc1ccc(C(=O)NC2CCN(C(=S)Nc3ccc(C)c(C)c3)CC2)cc1
 : -14.5, -4.3, -0.1, 5.1, 2.0, -33.7, -2.0, -26.6, -12.5, 9.4
- O=C1c2ccccc2NC(c2ccc(Cl)cc2Cl)N1Cc1ccccc1 (centres undefined)
 : 10.8, 7.5, -0.3, -9.1, -0.1, 34.4, -2.0, -23.3, -6.1, 15.0
- CN(CCc1nc2ccc(Cl)cc2[nH]1)Cc1nc(CC2CC2)no1
 : 4.1, -0.1, -0.1, -2.5, 1.6, 7.4, -1.1, -40.9, 7.9, 18.8
- CN1CCN(S(=O)(=O)c2ccc(Sc3nc4ccccc4[nH]3)c3nsnc23)CC1
 : 1.3, -0.8, 0.8, 14.5, -0.7, 14.1, 2.6, 13.0, -5.5, 11.8
- c1ccc(C2C3=C(CCCC3)Nc3ncnn32)cc1 (centres undefined)
 : 0.5, -2.5, -0.2, 16.2, 2.7, 7.7, -1.6, -11.4, -5.3, 10.8
- O=C(c1ncc[nH]1)c1ccccc1Cl
 : -2.9, -1.6, 0.1, -4.3, 1.1, 4.1, -0.3, -9.1, 1.9, 14.5
- CCCCn1c(N)c(N(CCOC)C(=O)c2cc(S(=O)(=O)N3CCCCC3)ccc2C)c(=O)[nH]c1=O
 : 3.4, ·, 0.1, 1.4, 0.0, 7.5, 0.0, ·, ·, -0.3
- COc1ccccc1CNC(=O)CCc1nnc2ccc(NCCCN3CCCC3=O)nn12
 : -11.2, -3.9, 0.0, 17.9, -1.9, -10.6, -0.9, -6.1, -4.0, 20.6
- CN(Cc1ccccc1F)C(=O)CCCNC(=O)c1ccc(Cl)cc1
 : 4.9, -6.0, -0.3, 1.7, 0.0, 4.9, -1.5, -17.2, -7.1, 8.2
- Cc1ccc(-c2csc(=S)n2CC(=O)OCC(=O)NCc2ccco2)cc1
 : 2.3, 3.6, 0.6, 18.4, 2.1, 8.3, 0.7, -3.2, 14.6, 13.6
- COc1ccc(C(=O)Nc2ccccc2C(=O)NC(Cc2c[nH]c3ccccc23)C(=O)O)cc1 (centres undefined)
 : 10.0, -0.8, 0.3, -19.4, 0.4, 18.2, 2.5, 9.1, 3.7, 19.4
- O=C(CSCc1ccc([N+](=O)[O-])cc1)N/N=C/c1cccnc1
 : -1.9, -1.1, -0.5, 6.1, -2.7, 4.1, 1.4, -15.3, 4.3, 12.9
- CC1(C)Cc2ccccc2C(NNC(=O)c2ccc(Br)o2)=N1
 : -0.8, 3.7, 0.7, 18.4, 0.6, -11.1, -0.7, -10.4, -2.0, 2.7
- Cc1ccc(C(C)C)c(OCC(=O)N/N=C/c2cccn2C)c1
 : -3.0, -0.3, 0.1, -3.1, -2.2, -9.5, 1.0, 0.4, 5.8, 30.3
- CN(CC(=O)NCc1ccc(F)cc1)S(=O)(=O)c1ccc(Br)s1
 : -6.5, 9.3, 0.9, 2.8, ·, -7.3, 0.8, 0.6, 7.5, ·
- Cc1nn(C(C)C(=O)NCCCc2ccccc2)c(=O)c2nn(-c3ccccc3)c(C)c12 (centres undefined)
 : 2.4, -1.0, -0.7, -5.0, 1.1, -2.1, -1.3, -2.1, 0.6, 18.0
- CCN1C(=O)CSc2ccc(C(=O)NCc3ccc(OC)cc3)cc21
 : 19.4, 3.4, 0.1, 27.0, -3.4, 52.5*, 1.5, -21.9, 0.1, 21.1
- Cc1ccc(S(=O)(=O)NC2CCCC2)cc1C
 : -2.9, -5.2, -0.5, 5.2, 0.9, -9.9, -1.5, -26.9, -0.4, 11.6
- COc1ccc(/C=C2\SC(=S)N(CCC(=O)NCCCn3ccnc3)C2=O)cc1
 : 2.4, 1.3, -0.8, 54.3, -1.9, 32.1, -0.1, 21.6, -5.1, 7.4
- CC1(C)CC(=O)C2=C(C1)N1C(=C(C#N)C2c2ccccc2Cl)N=C(N)c2ccccc21 (centres undefined)
 : 23.2, 6.6, -0.6, 0.9, 1.1, 27.8, -2.3, 2.8, -3.0, 17.9
- CCOc1ccccc1N(CC(=O)N1CCOCC1)S(=O)(=O)c1ccc(SC)cc1
 : 0.8, 0.8, -0.3, -1.3, 1.7, 5.0, ·, -3.8, -0.4, 25.3
- CCc1ccc(/C=C(\Cl)c2nc3cc(Cl)ccc3c(=O)[nH]2)cc1
 : -0.7, -5.0, 0.1, 8.8, 2.4, 3.3, -4.6, -1.4, 1.7, 7.5
- NC(=O)CC(NC(=O)c1ccc(Br)cc1)c1ccc(N2CCN(c3ccccn3)CC2)c([N+](=O)[O-])c1 (centres undefined)
 : 0.3, ·, -0.3, 4.1, -6.6, -2.9, -2.5, ·, ·, 17.8
- Cc1cccc(NC(=S)N2CCOCC2)c1C
 : -6.6, -1.1, -0.5, 11.3, 3.5, -6.1, -1.3, -10.2, -1.0, 20.1
- Cc1nc(NC(=O)COc2ccccc2)sc1C(=O)Nc1ccccc1
 : -5.7, 0.3, 0.4, -27.1, -3.0, 6.0, ·, -42.3, -3.3, 2.6
- CC(=O)NCCn1c(SCC(=O)NCCC2=CCCCC2)nc2ccccc2c1=O
 : -6.1, 6.2, -0.1, 13.4, 1.4, 0.2, 5.4, -20.9, 1.2, 16.9
- CS(=O)(=O)N1CCCC(c2nc(-c3ccc(S(=O)(=O)NCc4ccccc4)cc3)no2)C1 (centres undefined)
 : 0.7, 3.4, -0.1, 10.7, -0.4, -7.1, -0.6, -20.9, 1.0, 8.2
- COC(C(=O)Nc1ccnn1C1CCN(Cc2ccc(Cl)s2)CC1)c1ccccc1 (centres undefined)
 : 0.9, -2.1, 0.6, 14.1, -1.8, 7.5, -1.3, -13.4, 0.8, 4.2
- CCOC(=O)N1CCN(CCc2ccccc2)CC1
 : -7.3, 0.4, 1.1, 9.0, -3.6, -10.2, -4.3, -23.6, -4.0, 3.0
